SKKanGAS inh: inhibitors of SKKanGAS S. pyogenes growth in kanamycin (SK-promoter or general growth effect); 1.3% of 300,000 active; BacTiter-Glo, 6 h; inhibition, % at 7.5 µM;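 active means mean replicate score, as percent of positive control median, at least 50; inconclusive means mean below 50 but one replicate at or above 50; inactive means mean and every replicate below 50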;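 further: strain carries kanamycin resistance gene driven by streptokinase promoter and grows in 40 µg/ml kanamycin; loss of luminescence reflects streptokinase promoter inhibition or plain growth inhibition; 0% = median of DMSO wells and 100% = positive control at its reference dose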
HDAC3 inh: blocks human histone deacetylase 3; recombinant HDAC3, fluorogenic peptide/trypsin coupled, fluorescence; 0.15% of 320,000 active; O15379; inhibition, % at 8.3 µM; in the data active means inhibition above about 26%, passing the limit was not always enough; inconclusive means no clear call, values can overlap the other calls
RGS4 block: inhibitors of human RGS4; HEK293 M3R/RGS4 inducible, Fluo-4 calcium flux; stronger effect = higher value; triggered by carbachol at its EC20; P49798; B-score at 10 µM; 0.45% of 310,000 active;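 active means B-score, a plate-corrected calcium signal, over three deviations above library mean, with baseline fluorescence within five deviations of library mean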;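 further: RGS4 expression induced by doxycycline in cells with stable M3 receptor; B-score is computed from the integrated fluorescence ratio over baseline after carbachol; higher B-score means a larger calcium signal and so more RGS4 inhibition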
Target sequence (P49798 whole entry, looked up): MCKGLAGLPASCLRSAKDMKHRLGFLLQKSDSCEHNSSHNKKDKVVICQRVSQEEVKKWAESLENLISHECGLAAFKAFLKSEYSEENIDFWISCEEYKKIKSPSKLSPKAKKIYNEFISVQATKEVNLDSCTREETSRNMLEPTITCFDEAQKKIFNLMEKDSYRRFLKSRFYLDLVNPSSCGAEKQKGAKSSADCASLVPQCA
KCNK3 inh: human KCNK3 channel inhibition, primary screen; CHO-KCNK3 thallium flux, FluxOR fluorescence; stronger effect = lower value; B-score at 10 µM; 0.84% of 340,000 active;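 active means B-score under library mean minus 4 SD, starting fluorescence ratio at most library mean plus 5 SD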;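 further: more negative B-score means stronger inhibition of thallium flux through KCNK3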
Target sequence (O14649 whole entry, looked up): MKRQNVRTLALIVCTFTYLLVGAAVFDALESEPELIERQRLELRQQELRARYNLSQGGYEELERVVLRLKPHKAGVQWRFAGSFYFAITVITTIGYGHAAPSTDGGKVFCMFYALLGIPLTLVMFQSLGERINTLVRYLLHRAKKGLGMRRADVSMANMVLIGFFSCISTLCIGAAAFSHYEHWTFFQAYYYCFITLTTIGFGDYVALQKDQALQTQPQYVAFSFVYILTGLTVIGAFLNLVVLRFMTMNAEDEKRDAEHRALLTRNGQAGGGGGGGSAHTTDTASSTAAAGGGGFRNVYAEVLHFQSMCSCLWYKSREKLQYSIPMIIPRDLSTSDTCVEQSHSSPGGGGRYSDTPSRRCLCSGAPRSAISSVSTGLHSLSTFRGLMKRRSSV
hERG protect: compounds protecting human hERG from proarrhythmic drug block | CHO-hERG, FluxOR thallium flux, dofetilide IC70 present | activation (rescue from dofetilide block), less the hit threshold, % at 10 µM | 0.51% of 310,000 active;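 active means activation above the mean of controls blocked by dofetilide plus 5 SD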;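 further: thallium influx through hERG after potassium depolarization seen as dye fluorescence rise; in these data hits start at about 4.7%; inactives centre near -7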
KCNQ1 pot: potentiators or activators of human KCNQ1 potassium channel | P51787 | CHO-K1 KCNQ1, thallium flux FluxOR fluorescence; stronger effect = higher value | B-score at 10 µM | 0.35% of 310,000 active;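 active means fluorescence ratio B-score, a plate-corrected score, at least three library SD, with initial intensity B-score within 5 SD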
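Assay system: stable KCNQ1 CHO-K1 line; medium: assay buffer, equal DMSO in all wells; timing: 90 min dye loading and 20 min compound exposure, both at room temperature; technique: kinetic FluxOR thallium fluorescence, 10-s 1-Hz baseline, 110-s post-stimulus read; read-out basis: B score of baseline-normalized fluorescence ratio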
KCNK9 block: blocks the human KCNK9 two-pore domain potassium channel | HEK293 KCNK9, FluxOR thallium flux fluorescence; stronger effect = lower value | B-score at 10 µM | 1.2% of 310,000 active | Q9NPC2;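 active means ratio B-score over 3 SD below the library mean, with starting fluorescence within 5 SD of its mean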;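 further: negative B-score means less thallium flux so channel inhibition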
Target sequence (Q9NPC2 whole entry, looked up, the tested form may be a part): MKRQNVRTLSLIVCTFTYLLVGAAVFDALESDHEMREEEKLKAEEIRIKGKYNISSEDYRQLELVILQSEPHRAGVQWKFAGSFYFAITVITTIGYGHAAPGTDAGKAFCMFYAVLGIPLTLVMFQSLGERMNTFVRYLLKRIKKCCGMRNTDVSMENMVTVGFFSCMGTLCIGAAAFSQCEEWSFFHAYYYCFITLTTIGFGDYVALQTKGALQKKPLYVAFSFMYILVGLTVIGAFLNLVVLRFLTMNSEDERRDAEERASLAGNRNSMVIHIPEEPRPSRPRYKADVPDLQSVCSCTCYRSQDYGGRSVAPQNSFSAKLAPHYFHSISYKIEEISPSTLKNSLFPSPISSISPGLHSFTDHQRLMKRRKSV
KCNQ1 inh: blocks the human KCNQ1 potassium channel; P51787; CHO-K1 KCNQ1, FluxOR thallium flux fluorescence; stronger effect = higher value; B-score at 10 µM; 1.3% of 310,000 active; AID 2642;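 active means compounds whose thallium flux B-score, printed positive for inhibition, exceeds three library SD while starting fluorescence stays within three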;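 further: channel opened by potassium depolarization with thallium stimulus after 20 min compound exposure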
RGS4 act: potentiators or activators of RGS4; HEK293 M3R/inducible RGS4, carbachol calcium flux Fluo4; stronger effect = lower value; B-score at 10 µM; 0.92% of 310,000 active;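 active means B-score of the integrated calcium signal more than 4 SD below the library mean, with starting fluorescence not abnormally high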;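 further: negative B-score means reduced calcium response which marks RGS4 activation or potentiation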
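Detection: kinetic calcium fluorescence imaging with Fluo4-AM dye, 2 µM / Material: HEK293 cells with stable M3R and inducible RGS4 / Schedule: recording 10 s baseline at 1 Hz, 100 s post-agonist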
TMEM16A inh: mouse TMEM16A channel inhibition, primary screen; Q8BHY3; HEK293 TMEM16A/YFP iodide influx fluorescence, ionomycin; normalized B-score (activity score, 25-100; higher = stronger inhibition) at 10 µM; 1.2% of 310,000 active; AID 588511;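 active means ratio plate-corrected score three or more library SD toward inhibition, starting fluorescence score within five deviations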;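 further: score derived from kinetic fluorescence span divided by baseline fluorescence per well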
ANO1 activ: activates or potentiates the mouse TMEM16A chloride channel | HEK293 TMEM16A/YFP-H148Q/I152L, iodide quench fluorescence; stronger effect = lower value | B-score at 10 µM | 0.3% of 340,000 active | AID 623877;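 active means fluorescence-ratio B-score plate-corrected deviation score at least 3 library SD below zero, with starting fluorescence score within 5 deviations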;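 further: channel opened by trigger with iodide after compound preincubation; score built on the fluorescence ratio of max minus min over baseline; more negative score means more quench and so TMEM16A activation or potentiation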
* = called active by the depositor; i = inactive; ? = inconclusive; · = no result given.

# | molecule | SKKanGAS inh | HDAC3 inh | RGS4 block | KCNK3 inh | hERG protect | KCNQ1 pot | KCNK9 block | KCNQ1 inh | RGS4 act | TMEM16A inh | ANO1 activ
1 | N#C/C(=C\c1c(N2CCOCC2)nc2ccccn2c1=O)C(=O)NC1CCS(=O)(=O)C1 (configuration not stated) | -1.0 | -64.2 | i | i | -10.2 | i | i | i | i | i | i
2 | O=C(c1cc(-c2ccccn2)nc2ccc(Br)cc12)N1CCN(S(=O)(=O)c2ccccc2)CC1 | 8.4 | -3.8 | i | i | -6.3 | i | i | i | i | i | i
3 | Cc1ccc(S(=O)(=O)Nc2ccc(C(=O)N3CCCC3)cc2)c(C)c1NS(C)(=O)=O | -5.5 | -1.6 | i | i | -8.7 | i | i | i | i | i | i
4 | O=C(Nc1nnc(-c2ccc(F)cc2)s1)Nc1ccccc1F | -1.4 | -5.6 | i | i | -5.0 | i | i | i | i | i | i
5 | COc1ccc(N2CCN(CCC(O)c3ccc4ccccc4c3)CC2)cc1 (configuration not stated) | 0.1 | 0.3 | i | i | -8.0 | i | i | i | i | i | i
6 | Cc1oc(-c2ccccc2)cc1C(=O)NC1CCN(Cc2ccccc2)CC1 | -1.8 | -7.7 | i | i | -5.9 | i | i | i | i | i | i
7 | CCCCn1c(-c2cccc(F)c2)nc2c1c(=O)[nH]c(=O)n2CC(C)C | -4.2 | -4.3 | i | i | -4.7 | i | i | i | i | i | i
8 | Cc1ccc(S(=O)(=O)NCc2ccc(C(=O)NC3CC3)cc2)cc1 | -2.6 | 5.3 | i | i | -2.9 | i | i | i | i | i | i
9 | COc1ccccc1NS(=O)(=O)c1cc2c3c(c1)CC(=O)N3CCC2 | -2.0 | 3.6 | i | i | -4.3 | i | i | i | i | i | i
10 | COc1cc([C@@H]2c3cc4c(cc3[C@H](O)[C@H]3COC(=O)[C@H]23)OCO4)cc(OC)c1OC | -3.1 | 9.6 | i | i | -5.6 | i | i | i | i | i | i
11 | CC(=O)NCCNc1nc2c(-c3ccccc3)nnn2c2ccccc12 | 7.5 | -5.8 | i | i | -2.9 | i | i | i | i | i | i
12 | O=C(Cn1c(NCCCO)nc2ccccc21)c1ccc(Cl)cc1 | -5.9 | -2.2 | i | i | -2.5 | i | i | i | i | i | i
13 | Cc1cc(C)cc(N=C2SC(CC(=O)Nc3ccccc3)C(=O)N2CCN2CCOCC2)c1 (configuration not stated) | -1.1 | 14.3 | i | i | -18.1 | i | i | i | i | i | i
14 | CCS(=O)(=O)N1Cc2ccccc2CC1C(=O)NCCc1c[nH]c2ccccc12 (configuration not stated) | 3.1 | -5.8 | i | i | -4.0 | i | i | i | i | i | i
15 | Cc1ccc(S(=O)(=O)/C(C#N)=C/c2c(N3CCC(C(N)=O)CC3)nc3c(C)cccn3c2=O)cc1 | 9.6 | 8.6 | i | i | -15.0 | i | i | i | i | i | i
16 | Cn1cc(CN2CCN(c3cnccn3)CC2)c(-c2cccc(Cl)c2)n1 | -12.8 | -0.5 | i | i | -6.0 | i | i | i | i | i | i
17 | Cn1c(=O)n(CCc2ccccc2)c(=O)c2c1nc1n2CCCN1c1ccccc1 | 2.9 | -11.1 | i | i | -9.8 | i | i | i | i | i | i
18 | CCN(CC)CCNC(=O)Cn1cnc2sc(C)c(S(=O)(=O)N3CC(C)CC(C)C3)c2c1=O (configuration not stated) | -1.4 | -1.3 | i | i | -9.8 | i | i | i | i | i | i
19 | Cc1ccc(C)n1-c1cccc(C(=O)O)c1 | 4.0 | 9.8 | i | · | -8.1 | i | i | i | i | i | ·
20 | c1ccc2c(OCCCN3CCCCCC3)cccc2c1 | 2.3 | 4.8 | i | i | -2.7 | i | i | i | i | i | i
21 | O=C(NC(Cc1ccccc1)C(=O)N1CCCC1C(=O)O)c1ccccc1 (configuration not stated) | 2.9 | -2.0 | i | i | -2.9 | i | i | i | i | i | i
22 | C=CCc1cc(Cl)ccc1OCCCNC(C)CC (configuration not stated) | -0.8 | 7.1 | i | i | -17.6 | i | i | i | i | i | i
23 | Cc1ccc(C)c(NC(=O)C2CCCN(S(=O)(=O)c3ccc4[nH]c(=O)ccc4c3)C2)c1 (configuration not stated) | -14.7 | 0.9 | i | i | -3.7 | i | i | i | i | i | i
24 | CC(C)C(C(=O)NCC1CCCO1)N(Cc1ccco1)C(=O)CNS(=O)(=O)c1ccccc1 (configuration not stated) | -2.2 | 4.1 | i | i | -3.6 | i | i | i | i | i | i
25 | O=C(/C=C/c1ccc(N2CCC(c3ccccc3)=N2)cc1)c1ccccc1 | -5.1 | -5.0 | i | · | -16.2 | i | i | i | -7.94* | i | ·
26 | CC(C)N(C(=O)COC(=O)[C@H](C)NC(N)=O)c1ccccc1 | -2.1 | -6.6 | i | i | -20.0 | i | i | i | i | i | i
27 | CC1CN(C(=O)c2cccs2)CCN1C(=O)c1cccs1 (configuration not stated) | 7.9 | -6.2 | i | i | -4.9 | i | i | i | i | i | i
28 | Cc1ccnc(N/C=C(\C#N)c2nc(-c3cccc(Br)c3)cs2)c1 | -9.5 | 8.0 | i | i | -20.9 | i | i | i | i | i | i
29 | CCCCOc1ccc(C(=O)NCC(=O)OCC(=O)N2CCN(S(=O)(=O)c3ccc(C)cc3C)CC2)cc1 | 6.9 | 1.5 | i | i | -8.5 | i | i | i | i | i | i
30 | CC(=O)Nc1cccc(C(=O)OCC(=O)NCc2ccc(F)cc2)c1 | 9.4 | -1.1 | i | i | -7.9 | i | i | i | i | i | i
31 | COc1cccc(-n2nc(C(=O)O)c3ccccc3c2=O)c1 | 3.6 | · | i | i | 6.5* | i | i | i | i | i | i
32 | Cn1c(/N=C/c2ccccc2[N+](=O)[O-])nc2ccccc21 | -13.3 | 7.5 | i | i | -8.8 | i | i | i | i | i | i
33 | Cn1nccc1NS(=O)(=O)c1ccc(F)cc1 | 4.6 | 4.6 | i | i | -1.7 | i | i | i | i | i | i
34 | COc1ccc(/C=C/C(=O)c2ccc(O)cc2)cc1CN1CCOCC1 | 3.4 | 4.8 | i | i | -8.7 | i | i | i | i | i | i
35 | COc1ccccc1CNC(=O)CS(=O)Cc1nc(-c2ccccc2C)oc1C (configuration not stated) | -3.0 | -4.4 | i | i | -11.1 | i | i | i | i | i | i
36 | Cc1ccc2nc(C)c(C(=O)N/N=C/c3ccc(N4CCOCC4)cc3)cc2c1 | 3.2 | 0.7 | i | i | -9.8 | i | i | i | i | i | i
37 | COc1cccc(-c2nc(-c3ccc4c(c3)NC(=O)CO4)cs2)c1 | 13.2 | 20.1 | i | i | -6.7 | i | i | i | i | i | i
38 | CS(=O)(=O)N(CC(=O)NCc1ccco1)c1ccc(OCc2ccccc2)cc1 | 0.7 | -5.9 | i | i | -7.4 | i | i | i | i | i | i
39 | CC(NC(=O)c1ccc2c(c1)C(=O)N(Cc1cccnc1)C2=O)c1ccccc1 (configuration not stated) | -1.7 | · | i | i | -4.3 | i | i | i | i | i | i
40 | COc1ccc(/C=C/C(=O)NC(C)CCc2ccccc2)cc1OC (configuration not stated) | -4.8 | -1.7 | i | i | -12.3 | i | i | i | i | i | i
41 | COc1ccc(CNC(=O)C2CCN(C(=O)Cc3ccccc3)CC2)cc1 | 3.9 | 3.0 | i | i | -5.3 | i | i | i | i | i | i
42 | COc1ccc(-c2csc(N(CCCN(C)C)C(=O)c3ccc(C)cc3)n2)cc1 | 0.4 | -7.6 | i | i | -10.5 | i | i | i | i | i | i
43 | O=[N+]([O-])c1ccc(N2CCCC2)nc1N1CCCC1 | -2.4 | 8.5 | i | i | -6.0 | i | i | i | i | i | i
44 | O=C1CCCc2oc3c(c21)CCCC3 | 0.1 | 2.9 | i | i | -17.4 | i | i | i | i | i | i
45 | COC(=O)C1=C(C)N=C2SC(C)C(=O)N2C1c1cccc(F)c1 (configuration not stated) | -3.8 | 0.8 | i | -11.7* | -7.0 | i | -13.4* | i | i | i | i
46 | CCc1nnc(NC(=O)C2CCCN2S(=O)(=O)c2ccc(F)cc2)s1 (configuration not stated) | -14.2 | -3.0 | i | i | 3.5 | i | i | i | i | i | i
47 | O=C(CN(C1CCCCC1)S(=O)(=O)c1ccc(Cl)cc1)NCc1ccncc1 | 5.2 | -3.0 | i | i | -16.7 | i | i | i | i | i | i
48 | O=C(Nc1cc(Cl)ccc1N1CCOCC1)c1cccnc1 | -7.5 | -0.4 | i | i | -7.3 | i | i | i | i | i | i
49 | C[N+](C)(C)CCN1C(=O)CSC1=O | -5.0 | ? | i | i | -12.1 | i | i | i | i | i | i
50 | O=C(Nn1c(-c2ccccc2)nc2ccccc2c1=O)c1ccco1 | -4.0 | -1.8 | i | i | -10.8 | i | i | i | i | i | i
51 | CCOc1ccc(NC(=O)Cn2nnc(C(=O)NCCc3ccc(OC)c(OC)c3)c2N)cc1 | 4.8 | -1.6 | i | i | -8.5 | i | i | i | i | i | i
52 | CCCNC(=O)CSc1nc(COc2ccccc2)nc2ccccc12 | -20.7 | 5.0 | i | i | -7.0 | i | i | i | i | i | i
53 | O=C1NCCN(Cc2cccc(Oc3ccccc3)c2)C1CC(=O)N1CCCCC1 (configuration not stated) | 4.5 | -2.5 | i | i | -8.6 | i | i | i | i | i | i
54 | Cc1cc([N+](=O)[O-])nn1CC(=O)N/N=C/c1ccc(O)cc1O | 5.3 | 6.4 | i | i | -14.3 | i | i | i | i | i | i
55 | CCOC(=O)c1ccc(CC(=O)c2oc3cc(O)ccc3c2C)o1 | 6.4 | 0.8 | i | i | -15.2 | i | i | i | i | i | i
56 | CC(=O)N1CC2(C)CN(C(C)=O)CC(C)(C1)C2O (configuration not stated) | 7.5 | -0.6 | i | i | -14.3 | i | i | i | i | i | i
57 | Oc1c(C(c2cccs2)N2CCN(c3cccc(Cl)c3)CC2)sc2ncnn12 (configuration not stated) | 0.0 | 10.0 | i | i | -13.7 | i | i | i | i | i | i
58 | CC(=O)Oc1ccc(-c2csc(Nc3cccc(C)n3)n2)cc1 | -2.6 | 1.8 | i | i | -2.1 | i | i | i | i | i | i

Screens as filed in PubChem BioAssay.
